Compound activity from PubChem BioAssay.
Chronic BCR inh: blocks chronic active B-cell receptor signaling; ABC-DLBCL IkBa-CBG/CBR reporter, luminescence ratio, 4 h; Potency, µM (doses to about 46.1 µM), inactives show at the top dose ratio change, negative = lower green/red ratio, actives largely listed as inhibitors; 0.05% of 340,000 active; AID 493014; active = well fitted inhibition curve with a large enough effect in the signal ratio, with a control signal flat, not every such curve was filed as active; inconclusive = small, poorly fitted or top-dose-only effect, or effect the other way, or a change in a side signal; the % refers to the signal ratio;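 note: potency is the fitted concentration of half-maximal effect; plate controls were basal doxycycline-induced cells for no effect and cells given 10 µM MG132 for full effect; MG132 reads +100%, hits lower the ratio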
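Doxycycline induced both beetle luciferases in TMD8 lymphoma cells; IKK-driven degradation limits the IkappaBalpha-fused green signal, while red luminescence normalises for cell number and nonspecific effects. Compounds tested up to 46 uM, 4 hrs.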
USP2a block: inhibitors of human ubiquitin-specific protease USP2a; USP2 core, Ub-CHOP2 coupled fluorogenic reporter, 485/531; Potency, µM (highest dose often 38.3 µM), for inactives: at the highest dose activity change, negative = inhibition, actives largely listed as inhibitors; 0.01% of 330,000 active;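 note: potency is the fitted concentration of half-maximal effect; plate controls were DMSO wells for no effect and full inhibition by NEM control for full effect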
Target sequence (O75604 whole entry, looked up): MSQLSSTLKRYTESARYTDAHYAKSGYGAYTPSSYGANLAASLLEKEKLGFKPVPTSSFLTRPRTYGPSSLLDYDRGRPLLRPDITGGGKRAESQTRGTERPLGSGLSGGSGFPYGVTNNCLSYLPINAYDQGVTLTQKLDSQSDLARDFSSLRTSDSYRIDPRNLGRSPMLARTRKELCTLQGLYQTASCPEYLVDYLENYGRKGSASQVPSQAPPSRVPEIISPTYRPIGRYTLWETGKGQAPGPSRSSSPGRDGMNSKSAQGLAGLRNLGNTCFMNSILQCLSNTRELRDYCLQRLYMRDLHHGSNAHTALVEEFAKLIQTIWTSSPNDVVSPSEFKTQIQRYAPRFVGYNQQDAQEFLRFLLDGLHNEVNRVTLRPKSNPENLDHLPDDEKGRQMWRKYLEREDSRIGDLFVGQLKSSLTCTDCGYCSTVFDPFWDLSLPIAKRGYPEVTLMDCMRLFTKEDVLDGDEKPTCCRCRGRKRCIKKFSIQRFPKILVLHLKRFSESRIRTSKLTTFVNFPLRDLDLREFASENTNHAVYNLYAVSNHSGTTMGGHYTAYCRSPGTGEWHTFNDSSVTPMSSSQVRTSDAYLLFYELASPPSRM
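Cell-free coupled assay: 10nM USP2 core preincubated 30min RT with compound in Tris-HCl pH 8.0/CaCl2/CHAPS buffer, then 25nM Ub-CHOP2 and 25nM reporter substrate; fluorescence (Ex 485/Em 531) read after 60min RT, normalized to NEM inhibition, concentration-response curves fitted.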
hERG WT inh: KCNH2 (human, wildtype) channel inhibition; activity change, % at 1.84 µM; 0.37% of 340,000 active; AID 720551; U2OS, BacMam KCNH2, thallium flux FluxOr; active compounds read low; Q12809;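 active = maximum activity change below -70%; inconclusive = maximum activity change between -70% and -50%; inactive = maximum activity change above -50%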
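U2OS cells were transduced with wild-type KCNH2 virus (2.03 x 10^8 / mL) for 4 h at room temperature, then cultured overnight at 37 C. Thallium flux was read with FluxOr dye. Rate constants were normalized to DMSO controls.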
GALK inh: inhibitors of human galactokinase; 0.007% of 270,000 active; Potency, µM (titrated, usually from 57.5 µM), for inactives: top-dose activity change, negative = inhibition, actives largely listed as inhibitors; P51570; Purified GALK, Kinase-Glo residual ATP luminescence; AID 1868; note: potency is the fitted concentration of half-maximal effect
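Human GALK (5 nM) with 35 uM ATP and 100 uM galactose in 20 mM HEPES pH 8.0, 5 mM MgCl2, 60 mM NaCl, 1 mM DTT, 0.01% BSA. After 1 h at room temperature, leftover ATP was read by Kinase-Glo Plus luminescence.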
FBPA coupling cs: counter-screen for Giardia aldolase inhibitors: coupling enzyme system; coupling enzyme system counterscreen, AmpLite Red fluorescence; activity change, negative = inhibition, % at 58.2 µM, hits read low; 0.67% of 290,000 active; AID 2472; in the data active = activity change below about -30%
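Coupling enzymes only (glyceraldehyde-3-phosphate) + compound, at 57.5 uM final, 10 min RT; add substrate/coupling/AmpLite Red mix, 20 min RT; fluorescence ex 525/em 598 nm. Actives flag coupling-system interference.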
KCNH2 3.1 block: blocks the human KCNH2 3.1 channel isoform; U2OS KCNH2 3.1, thallium flux FluxOr; active compounds read low; activity change, % (tested at about 1.8 µM); 0.95% of 340,000 active;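 active = maximum activity change below -70%; inconclusive = maximum activity change from -70% to -50%; inactive = maximum activity change above -50%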;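 note: thallium influx rate constant from kinetic fluorescence after stimulation buffer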
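Thallium flux read-out: FluxOr dye with Red40 quencher in HBSS/HEPES, 45 min at RT. Rate constants from kinetic reads were normalized to positive and negative DMSO controls. Cells: U2OS virally expressing the 3.1 isoform.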
PKM2 act: activators of human pyruvate kinase M2; 0.34% of 260,000 active; purified PKM2, Kinase-Glo ATP luminescence, activation; response scale: 0% is enzyme alone, no compound; AID 1631; Potency, µM (titrated, usually from 57.5 µM), without a hit: top-dose activation, hits mostly activators; P14618; note: potency is the fitted concentration of half-maximal effect; nearly all actives have a fitted effect of over 55% in size
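Purified hPK-M2 (>95%) run at intermediate activity with 0.1 mM ADP and 0.5 mM PEP in 50 mM imidazole pH 7.2, KCl, MgCl2; 1 h room temperature. ATP formed read by Kinase-Glo luminescence; normalized to uninhibited and no-enzyme controls.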
Giardia kill: kills Giardia lamblia; AID 540267; activity change, % at 7.66 µM, hits read low; 0.15% of 340,000 active; Giardia lamblia trophozoite viability; in the data active = activity change below about -80%; inconclusive = between about -30% and that limit;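 note: parasites exposed to compound for two days anaerobically before the ATP read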
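Giardia trophozoites, 100 cells per well, were exposed to compounds for 48 hrs at 37 deg C under anaerobic conditions; viability was then read as ATP content by bioluminescence after 15-30 min at room temperature.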
uPA surface inh: cell surface uPA generation inhibition. AID 540303. Potency, µM (titrated, usually from 38.3 µM), inactives show at the highest dose activity change, negative = inhibition, hits mostly inhibitors. 0.31% of 330,000 active. cell surface uPA generation assay, qHTS; active = well fitted inhibition curve with a large enough effect; inconclusive = small, poorly fitted or top-dose-only effect; inactive = no such curve, though single readings can be large or run the other way; tested in mouse RAW 264.7 cells; note: potency is the fitted concentration of half-maximal effect; nearly all actives have a fitted effect of over 55% in size
Eya2 phos inh: blocks the phosphatase activity of human Eya2 | 0.006% of 330,000 active | recombinant Eya2, OMFP fluorescence dephosphorylation (OMFP is methylfluorescein phosphate) | O00167 | Potency, µM (highest dose often 76.9 µM), inactives show at the highest dose activity, negative = inhibition, usual class: inhibitors; note: potency is the fitted concentration of half-maximal effect
Target sequence (O00167 whole entry, looked up): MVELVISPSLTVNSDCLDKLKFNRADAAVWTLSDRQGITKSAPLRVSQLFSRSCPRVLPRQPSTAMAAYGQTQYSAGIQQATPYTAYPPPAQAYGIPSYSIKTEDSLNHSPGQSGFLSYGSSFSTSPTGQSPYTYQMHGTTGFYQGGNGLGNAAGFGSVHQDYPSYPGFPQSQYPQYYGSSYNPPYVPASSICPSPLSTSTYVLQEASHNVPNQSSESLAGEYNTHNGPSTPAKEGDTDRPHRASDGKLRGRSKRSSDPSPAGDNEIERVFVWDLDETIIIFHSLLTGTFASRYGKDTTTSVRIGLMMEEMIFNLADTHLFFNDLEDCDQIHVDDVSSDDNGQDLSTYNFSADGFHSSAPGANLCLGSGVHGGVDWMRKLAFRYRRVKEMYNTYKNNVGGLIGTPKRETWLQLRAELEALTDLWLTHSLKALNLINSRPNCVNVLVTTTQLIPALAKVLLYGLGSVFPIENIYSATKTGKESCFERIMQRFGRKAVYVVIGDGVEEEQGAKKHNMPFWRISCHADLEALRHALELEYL
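Eya2 (0.2 uM) preincubated 10 min at ambient with compound, then OMFP substrate added at 50 uM; 10 min reaction in 50 mM HEPES pH 7.5, 50 mM NaCl, 5 uM MgCl2, 0.05% BSA, 1 mM DTT. Fluorescence read at Ex 485/Em 525 nm.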
B2AR arrestin: beta2AR (human) beta-arrestin recruitment activity; P07550; beta-arrestin recruitment to beta2AR, cell-based reporter; Potency, µM (highest dose often 46.1 µM), without a hit: top-dose activation, most hits filed as activators; 0.02% of 330,000 active; AID 492947;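 note: potency is the fitted concentration of half-maximal effect; 0% = DMSO controls and full agonism = EC100 isoproterenol or metaproterenol; nearly all actives have a fitted effect of over 65% in size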
* marks the source's active call; other numbers are inactive results; [ ] = dose if it differs, or a comment. Unless noted, calls come from the whole dose curve; as a rule, active = well fitted curve in the direction sought with a large enough effect; inconclusive = small, poorly fitted or top-dose-only effect, or another doubt; inactive = no such curve, though single readings can be large; an effect the other way counts as inactive or inconclusive. Unless noted, % is set by controls: 0 for no effect and ±100 for the full control effect. An unsorted share of the library, and some 2.4% of all compounds hit somewhere here.

FC(F)(F)c1cc(-c2ccco2)nc(NCc2cccnc2)n1 was read as Chronic BCR inh inconclusive, USP2a block 1.3%, hERG WT inh -17.3, GALK inh -2.2%, FBPA coupling cs 2.5, KCNH2 3.1 block -3.8, PKM2 act 27.2%, Giardia kill -16.8, uPA surface inh -6.8%, Eya2 phos inh 6.3% and B2AR arrestin -0.1%.
COc1ccc(S(N)(=O)=O)cc1-c1nnc2c3ccccc3c(C)nn12 was read as Chronic BCR inh 0.9%, USP2a block 0.4%, hERG WT inh 0.9, GALK inh 5.3%, FBPA coupling cs -0.4, KCNH2 3.1 block -7.0, PKM2 act 3.5%, Giardia kill -10.1, uPA surface inh 13.7%, Eya2 phos inh -2.8% and B2AR arrestin -0.1%.
For O=C(NCc1cccc(F)c1)c1noc2c1CCCC2 the results were Chronic BCR inh 9.1%, USP2a block 2.3%, hERG WT inh 5.5, GALK inh 0.1%, FBPA coupling cs 1.3, KCNH2 3.1 block 4.7, PKM2 act -13.5%, Giardia kill -10.9, uPA surface inh inconclusive, Eya2 phos inh -4.0% and B2AR arrestin -2.0%.
CC(Cc1ccccc1)NC(=O)c1cc([N+](=O)[O-])ccc1Cl (stereo not given) was read as Chronic BCR inh inconclusive, USP2a block 2.6%, hERG WT inh -1.2, GALK inh -0.5%, FBPA coupling cs 3.4, KCNH2 3.1 block -13.8, PKM2 act 4.8%, Giardia kill -2.9, uPA surface inh -17.9%, Eya2 phos inh 12.6% and B2AR arrestin -0.6%.
For CCN(CC)C(=O)CP(=O)(c1ccccc1)c1ccccc1 the results were Chronic BCR inh 0.8%, USP2a block 1.6%, hERG WT inh 2.3, GALK inh 4.1%, FBPA coupling cs 1.8, KCNH2 3.1 block -9.3, PKM2 act 0.0%, Giardia kill 4.8, uPA surface inh 1.1%, Eya2 phos inh 4.9% and B2AR arrestin 0.1%.
For Cn1c(C(C#N)C(=O)c2ccco2)nc2ccccc21 (stereo not given) the results were Chronic BCR inh 9.2%, USP2a block -0.3%, hERG WT inh -15.8, GALK inh 5.8%, FBPA coupling cs -0.6, KCNH2 3.1 block 5.5, PKM2 act -0.3%, Giardia kill -8.6, uPA surface inh 14.0%, Eya2 phos inh 3.1% and B2AR arrestin -0.5%.
`CCS(=O)(=O)N1CCC(C(=O)NCc2ccc(OC)cc2OC)CC1` gave Chronic BCR inh inconclusive, USP2a block 2.1%, GALK inh -0.2%, FBPA coupling cs -1.0, KCNH2 3.1 block -0.9, PKM2 act -0.6%, Giardia kill 17.1, uPA surface inh 8.7%, Eya2 phos inh -11.0% and B2AR arrestin 0.3%.
For CCCN(CC(=O)Nc1ccc(C(N)=O)cc1)CC(=O)Nc1ccccc1C the results were Chronic BCR inh inconclusive, USP2a block 1.1%, hERG WT inh 3.8, GALK inh -1.8%, FBPA coupling cs -0.2, KCNH2 3.1 block -18.0, PKM2 act -0.3%, Giardia kill 11.9, uPA surface inh 15.7%, Eya2 phos inh -3.1% and B2AR arrestin 0.1%.
`Clc1ccc(SCc2cn3ccsc3n2)cc1` gave Chronic BCR inh inconclusive, USP2a block 1.5%, hERG WT inh -10.2, GALK inh 1.3%, FBPA coupling cs -0.4, KCNH2 3.1 block 6.8, PKM2 act -3.1%, Giardia kill -14.4, uPA surface inh 0.0%, Eya2 phos inh 18.7% and B2AR arrestin 0.6%.
Cc1c(C(=O)N/N=C/c2cccnc2)sc(=S)n1C was read as Chronic BCR inh inconclusive, USP2a block 1.4%, hERG WT inh -6.1, GALK inh 0.5%, FBPA coupling cs 3.0, KCNH2 3.1 block -24.1, PKM2 act -1.5%, Giardia kill -23.0, uPA surface inh 9.4%, Eya2 phos inh -6.6% and B2AR arrestin -0.2%.
CC(C)NC(=O)CN1CCN(C(=O)c2ccc3oc(CCCc4ccccc4)nc3c2)CC1 was read as Chronic BCR inh inconclusive, USP2a block -0.3%, hERG WT inh 4.7, GALK inh -3.2%, KCNH2 3.1 block -5.0, PKM2 act -0.2%, Giardia kill 12.2, uPA surface inh -3.2%, Eya2 phos inh 4.4% and B2AR arrestin -0.9%.
`O=C(OC(C(=O)NCc1ccc2c(c1)OCO2)c1ccc(Cl)cc1)c1ccco1` (stereo not given) gave Chronic BCR inh -2.7%, USP2a block -1.2%, hERG WT inh 1.9, GALK inh -1.1%, FBPA coupling cs 7.3, KCNH2 3.1 block -41.6, PKM2 act -13.3%, Giardia kill -5.0, uPA surface inh 2.4%, Eya2 phos inh 3.0% and B2AR arrestin -1.0%.
For O=C(OCc1ccco1)c1ccc(S(=O)(=O)N2CCCCC2)cc1 the results were Chronic BCR inh inconclusive, USP2a block -4.2%, hERG WT inh 7.2, GALK inh -1.4%, FBPA coupling cs 0.6, KCNH2 3.1 block -17.0, PKM2 act 26.7%, Giardia kill -23.1, uPA surface inh 4.6%, Eya2 phos inh 5.1% and B2AR arrestin 0.0%.
Screening Cc1nc(C(N)=O)nc2ccccc12 returned Chronic BCR inh 1.1%, USP2a block 3.5%, hERG WT inh 0.1, GALK inh 9.6%, FBPA coupling cs 1.3, KCNH2 3.1 block 4.3, PKM2 act 0.0%, Giardia kill -6.4, uPA surface inh 5.4%, Eya2 phos inh -16.7% and B2AR arrestin 0.0%.
Screening O=S(=O)(c1ccc(OCC(O)CN2CCCC2)cc1)N1CCOCC1 (stereo not given) returned Chronic BCR inh 7.2%, USP2a block -0.9%, hERG WT inh -1.0, GALK inh 1.0%, FBPA coupling cs 1.6, KCNH2 3.1 block 0.1, PKM2 act -0.2%, Giardia kill -15.6, uPA surface inh 0.8%, Eya2 phos inh 7.7% and B2AR arrestin 0.0%.
For Cc1cccc(OCC(=O)Nc2nccs2)c1C the results were Chronic BCR inh inconclusive, USP2a block -4.8%, hERG WT inh -23.4, GALK inh 7.5%, FBPA coupling cs -4.7, KCNH2 3.1 block -7.2, PKM2 act -36.1%, Giardia kill -17.6, uPA surface inh inconclusive, Eya2 phos inh 9.2% and B2AR arrestin -0.4%.
`CCOCCOC(NC(=O)c1ccccc1)(C(F)(F)F)C(F)(F)F` gave Chronic BCR inh 1.3%, USP2a block 0.0%, hERG WT inh 8.5, GALK inh 3.0%, FBPA coupling cs 0.1, KCNH2 3.1 block 9.6, PKM2 act -0.7%, Giardia kill 7.8, uPA surface inh 9.7%, Eya2 phos inh -21.8% and B2AR arrestin 0.1%.
For CC(C)(C)c1ccc(-c2n[nH]c(=S)n2CC2CCCO2)cc1 (stereo not given) the results were Chronic BCR inh -8.8%, USP2a block -0.7%, hERG WT inh -2.1, GALK inh 10.8%, FBPA coupling cs 3.0, KCNH2 3.1 block 4.1, PKM2 act -8.4%, Giardia kill -25.1, uPA surface inh -4.8%, Eya2 phos inh -12.2% and B2AR arrestin -0.2%.
For Cc1ccc(C)n1-n1c(C)nc2sc(-c3ccccc3)cc2c1=O the results were Chronic BCR inh inconclusive, USP2a block 0.6%, hERG WT inh 0.6, GALK inh -0.1%, FBPA coupling cs 0.4, KCNH2 3.1 block -0.7, PKM2 act 0.8%, Giardia kill -8.0, uPA surface inh -5.2%, Eya2 phos inh 3.6% and B2AR arrestin -0.9%.
`C=CCOc1ccccc1CNn1nnnc1N` gave Chronic BCR inh inconclusive, USP2a block 1.2%, hERG WT inh -7.1, GALK inh -2.7%, FBPA coupling cs 2.3, KCNH2 3.1 block 10.8, PKM2 act -2.2%, Giardia kill -7.6, Eya2 phos inh 1.3% and B2AR arrestin -0.2%.
Screening CN(C)c1ccc(-c2n[nH]c(=S)n2-c2ccccc2)cc1 returned Chronic BCR inh -0.1%, USP2a block 1.1%, hERG WT inh 3.5, GALK inh 3.4%, FBPA coupling cs 7.5, KCNH2 3.1 block 8.0, PKM2 act 9.3%, Giardia kill -0.5, uPA surface inh -6.3%, Eya2 phos inh -15.7% and B2AR arrestin 0.2%.
CC1(C)Cc2c(c(N3CCCCC3)[nH]c(=S)c2C#N)CS1 was read as Chronic BCR inh 2.7%, USP2a block 0.9%, hERG WT inh -17.3, GALK inh 1.7%, FBPA coupling cs -0.3, KCNH2 3.1 block 1.9, PKM2 act -3.9%, Giardia kill 9.6, uPA surface inh 5.4%, Eya2 phos inh 8.0% and B2AR arrestin -0.4%.
Screening O=S(=O)(c1ccccc1)N1CCN(C2CCN(Cc3ccccc3)CC2)CC1 returned Chronic BCR inh 2.3%, USP2a block 1.8%, hERG WT inh 8.0, GALK inh -0.1%, FBPA coupling cs 2.9, KCNH2 3.1 block inconclusive, PKM2 act 1.0%, Giardia kill -1.2, uPA surface inh -13.9%, Eya2 phos inh 9.8% and B2AR arrestin -0.2%.
For CCN(C(=O)COC(=O)C1CC1)c1c(N)n(Cc2ccccc2)c(=O)[nH]c1=O the results were Chronic BCR inh -0.8%, USP2a block 1.3%, hERG WT inh 1.7, KCNH2 3.1 block 12.0, Giardia kill 34.9[activator], uPA surface inh 6.6%, Eya2 phos inh 0.7% and B2AR arrestin -0.3%.
